pCIP destab: lowers stability of the mouse p/CIP coactivator protein; hit rate 0.01% among 290,000; F442A p/CIP-EGFP cells, EGFP fluorescence, 16 h; AID 1984; decrease of EGFP signal, % at 10 µM; Q05BA5;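 active = EGFP signal decrease of at least 30% at 10 µM or well 3 SD below plate mean, unless failing retest; inactive = the rest, including hits failing retest or dose response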; note: some compounds called inactive have numbers as strong as hits; many of its hits are not listed in these tables
IDE act: boosts human insulin-degrading enzyme activity in HEK cells | P14735 | FAbeta-B cleavage, fluorescence polarization; 0% vehicle, 100% cell-free pure enzyme wells | activation, % at 5.96 µM | hit rate 0.073% among 340,000 | AID 493087;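 active = activation above the mean of all tested compounds plus 3 SD, set per screening campaign, cut at about 17% in these data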
Target sequence (P14735 whole entry, looked up): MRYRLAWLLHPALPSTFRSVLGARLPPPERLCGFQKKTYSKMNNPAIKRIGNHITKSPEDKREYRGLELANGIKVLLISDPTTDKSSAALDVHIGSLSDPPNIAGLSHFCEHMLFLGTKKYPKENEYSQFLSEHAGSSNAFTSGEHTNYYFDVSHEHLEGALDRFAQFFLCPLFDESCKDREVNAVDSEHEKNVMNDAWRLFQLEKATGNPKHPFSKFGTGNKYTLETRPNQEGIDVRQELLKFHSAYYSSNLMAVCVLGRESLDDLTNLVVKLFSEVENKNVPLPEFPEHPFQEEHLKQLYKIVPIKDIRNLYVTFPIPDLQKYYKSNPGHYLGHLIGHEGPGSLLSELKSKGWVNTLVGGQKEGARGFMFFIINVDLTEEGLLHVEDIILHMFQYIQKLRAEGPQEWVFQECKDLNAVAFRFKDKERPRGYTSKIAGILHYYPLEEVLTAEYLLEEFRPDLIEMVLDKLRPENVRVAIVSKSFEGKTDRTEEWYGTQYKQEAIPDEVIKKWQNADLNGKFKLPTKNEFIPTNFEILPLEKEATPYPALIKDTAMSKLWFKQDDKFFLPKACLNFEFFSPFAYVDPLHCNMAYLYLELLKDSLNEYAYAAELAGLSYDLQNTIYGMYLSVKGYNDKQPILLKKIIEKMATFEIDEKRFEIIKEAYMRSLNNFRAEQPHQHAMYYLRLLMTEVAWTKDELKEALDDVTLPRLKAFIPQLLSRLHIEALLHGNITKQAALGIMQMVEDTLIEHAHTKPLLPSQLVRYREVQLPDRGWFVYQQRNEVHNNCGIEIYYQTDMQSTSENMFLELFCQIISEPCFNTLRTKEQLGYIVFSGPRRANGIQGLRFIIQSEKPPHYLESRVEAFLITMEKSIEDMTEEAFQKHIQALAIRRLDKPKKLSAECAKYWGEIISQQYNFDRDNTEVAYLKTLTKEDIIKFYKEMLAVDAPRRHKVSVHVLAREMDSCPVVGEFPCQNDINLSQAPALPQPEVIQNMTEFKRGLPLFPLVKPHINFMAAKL
IDE inh: inhibits human insulin-degrading enzyme in HEK cells; P14735; FAbetaB cleavage, fluorescence polarization; inhibition, % at 5.59 µM; hit rate 0.41% among 320,000;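 active = percent inhibition above the average of all tested compounds plus 3 SD, set per screening campaign, cut at about 16% in these data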;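 note: IDE supplied by intact live HEK cells; FP after avidin binding of uncleaved biotin substrate so inhibition keeps polarization high; 0% = DMSO wells and 100% = 60 µM reference IDE inhibitor Ii1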
PHOSPHO1 block: blocks human PHOSPHO1 phosphatase activity; Q8TCT1; recombinant PHOSPHO1, absorbance phosphatase assay; inhibition, % at 13.3 µM; hit rate 1.1% among 290,000; AID 1565; in the data active = inhibition above about 60%
PfM18AAP inh: blocks P. falciparum M18 aspartyl aminopeptidase | recombinant PfM18AAP, H-Glu-NHMec fluorogenic cleavage | inhibition, % at 7.35 µM | hit rate 1.2% among 290,000 | AID 1822;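 active = inhibition above the campaign mean inhibition over all tested compounds plus 3 SD, cut at about 28% in these data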;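 note: 0% = plate median of test compound wells and 100% = 2 mM ZnCl2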
VIM-2 inh: inhibitors of Pseudomonas aeruginosa VIM-2 metallo-beta-lactamase | AID 1527 | inhibition, % at 5.6 µM | purified VIM-2, nitrocefin hydrolysis, epi-absorbance fluorescence | hit rate 0.89% among 290,000;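 active = inhibition above the mean of all tested compounds plus 3 SD, cutoff set per screening run, cut at about 7.5% in these data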;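 note: red hydrolysis product quenches plate fluorescence so inhibitors raise well fluorescence; 0% = enzyme with DMSO and 100% = DMSO without enzyme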
GPR7 antag: human neuropeptides B/W receptor 1 antagonism; AID 1861; P48145; inhibition, % at 4.4 µM; hit rate 1.1% among 290,000; GPR7-expressing cells, fluorescence antagonist assay; in the data active = inhibition above about 16%, passing the limit was not always enough;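 note: cells stimulated with the agonist NPW; 0% = agonist with vehicle and 100% = vehicle without agonist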
IMP-1 inhibitor: blocks Pseudomonas aeruginosa IMP-1 metallo-beta-lactamase. purified IMP-1, nitrocefin hydrolysis, epi-absorbance fluorescence. inhibition, % at 5.6 µM. hit rate 0.45% among 290,000. AID 1556;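 active = inhibition above the mean plus 3 SD of all compounds in the same screening run, cut at about 4.5% in these data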;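 note: 0% = IMP-1 with DMSO and 100% = DMSO wells lacking enzyme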
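System: Purified IMP-1 | Read-out basis: Percent enzyme inhibition | Controls: IMP-1 with DMSO as 0%, enzyme-free DMSO as 100% | Replicates: One well per compound | Doses: 5.6 µM nominal single concentration | Detection: Epi-absorbance fluorescence, 480 nm excitation, 530 nm emission | Incubation: 25 °C, 15 min preincubation, 25 min reaction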
NALP1 inh: inhibitors of NALP1 inflammasome in yeast. S. cerevisiae NALP1/ASC/caspase-1 growth, X-gal OD620, 72 h. inhibition, % at 10 µM. AID 2071. hit rate 0.61% among 280,000; in the data active = inhibition mostly above about 24%, no sharp cut-off; inactive = mostly below about 32%; note: some compounds called inactive have numbers as strong as hits
The depositor's hits bear a star; nt = not tested or not shown; & = joins results of further samples.

SMILES	pCIP destab	IDE act	IDE inh	PHOSPHO1 block	PfM18AAP inh	VIM-2 inh	GPR7 antag	IMP-1 inhibitor	NALP1 inh
CCc1cc2c(=O)n(CC(C)C)cnc2s1	-10	0	6	16	0	-4.3	-9	-1.4	14
CCN1C(=O)CC(n2c(C)nc3ccccc32)C1=O (configuration not stated)	11	7	7	-23	3	-3.6	0	-6.7	2
COc1ccc(C(C[N+](=O)[O-])c2c(-c3ccccc3)cc3ccccn23)cc1 (configuration not stated)	-17	0	-1	-2	17	2.4	3	1.2	nt
COC(=O)c1cnc(SCc2ccc(C)cc2)n1C	-2	0	-2	33	-5	0.5	3	-1.3	4
CCCC(=O)n1nc(-c2ccc(C)cc2)nc1NCc1ccco1	-5	2	2	28	-15	-1.0	-17	-0.3	8
Cc1cccc(C(=O)n2c(=S)nc3cc(C)ccn32)c1	0	2	-5	-6	-6	-1.5	-5	-1.8	33
C=CCNCCOc1ccc(C)cc1[N+](=O)[O-]	9	4	-5	32	-2	-4.4	-3	-2.7	-7
COc1ccccc1N1CCN(CC(O)COc2cccc3ccccc23)CC1 (configuration not stated)	7&0	9&5	-2&-1	1&24	1&3	-1.1&-3.6	-2&-10	0.2&-1.9	13&6
CCn1cc([N+](=O)[O-])c(C(=O)N2N=C(c3ccc(Cl)c(Cl)c3)CC2c2ccccc2O)n1 (configuration not stated)	1	5	-4	27	5	-2.0	-3	-4.7	0
CCc1nc(SCC(=O)c2cc(C)ccc2C)n[nH]1	-4	4	10	-3	-8	-1.3	15	-3.0	14
CN(c1ccc(F)cc1)S(=O)(=O)c1ccc2[nH]cc(C(=O)O)c(=O)c2c1	0	10	-9	-1	0	-0.8	-9	-1.9	-4
N#Cc1nc(COc2ccccc2F)oc1NCCCn1ccnc1	-4	5	5	8	-8	10*	-13	39*	0
Cc1[nH]c(=O)[nH]c(=O)c1CSc1nnc([C@H](CC(C)C)NC(=O)OC(C)(C)C)o1	-9	0	4	48	-10	-1.8	-7	-1.4	4
CCC(=O)N1CCc2cc(S(=O)(=O)N3CCc4ccccc4C3)ccc21	-6	3	0	9	3	-1.9	-2	-1.6	-9
COc1ccc(CCC(=O)N(c2nnc(-c3cccnc3)s2)C(C)C)cc1	-7	-2	10	27	-3	-3.4	-6	-3.5	-4
CCOC(=O)C1(CCCc2ccccc2)CCN(C(=O)CCn2cncn2)CC1	-6	1	3	52	5	-8.7	-3	-3.5	5
Cc1ccccc1C(=O)N1CCC(C(=O)Oc2ccc(C#N)cc2)CC1	-1	4	-3	nt	-4	0.1	-12	-0.5	8
Cc1ccc(NC(=S)Nc2c(C)n(C)n(-c3ccccc3)c2=O)cc1	-9	-3	-1	-9	-5	-3.0	-4	-1.1	20
CCc1ccccc1Oc1coc2cc(O)ccc2c1=O	-9	3	-1	28	-3	0.9	1	-1.0	12
COc1ccc(C(=O)N[C@H](C(=O)Nc2ccc(S(=O)(=O)N3CCOCC3)cc2)C(C)C)cc1	-5	-5	4	24	-5	-1.4	4	-0.9	nt
COCc1ccc([C@@H]2C[C@H]3CN(Cc4cccnc4)C(=O)[C@]34CCCN24)o1	5	6	0	-20	-12	-0.5	-8	-1.8	-4
N#Cc1nc(-c2ccco2)oc1N1CCN(Cc2ccccc2)CC1	-1	6	2	-5	5	-1.9	-8	-3.6	3
NC(=O)Cc1nc(-c2ccc(F)cc2)cs1	7	3	0	20	-4	-1.8	-8	-2.4	-12
Cc1ccc(NC(=O)c2ccccc2N(C)S(=O)(=O)c2ccccc2)c(C)c1	-10	6	11	6	4	-0.6	5	0.0	27
COc1ccc(C2=NNC(=Nc3cc(S(=O)(=O)N(C)C)ccc3C)SC2)c(OC)c1	-12	5	-3	11	-9	-0.8	-14	-2.4	12
O=C1CCCCC(=O)N(c2ccccc2)c2ccccc21	3	3	-2	14	-9	-0.9	-10	-4.5	9
CC1(C(=O)O)COC(c2ccc(Cl)cc2)OC1 (configuration not stated)	12	11	-2	19	-7	-1.3	-3	-4.7	nt
COc1ccc(Nc2ccccc2NC(=O)c2ccccc2Br)cc1	-10	2	7	4	16	-4.5	2	-3.6	-1
N#Cc1cnn2c1nc(N1CCOCC1)c1ccccc12	-6	6	-5	8	5	-1.2	-12	-3.9	-4
O=C(Oc1ccccc1/C=C\C(=O)c1cc2ccccc2o1)c1cccc(F)c1	-7	3	6	-29	8	0.3	2	1.3	26
Nc1nonc1OCCOCCOCCOc1nonc1N	5	-2	3	-13	4	3.2	0	-1.5	3
O=C(O)c1ccc(NCc2nc3ccccc3n2Cc2ccccc2)cc1	-17	8	-6	24	0	-2.2	-5	-3.8	-6
O=C(C[n+]1cc(-c2ccccc2)n2c1CCCCC2)c1ccc(Cl)cc1	4	-1	1	-8	-7	-2.5	8	-1.9	nt
O=C(NCc1ccco1)C1CC2CCC1C2 (configuration not stated)	0	3	-1	4	7	-1.1	5	-2.6	0
Cc1cccc(N2CC(C(=O)Nc3nnc(SCC(=O)NCC4CCCO4)s3)CC2=O)c1 (configuration not stated)	0	3	2	0	1	-3.1	-21	-4.7	3
Nc1c(C2=NCCO2)nnn1Cc1ccccc1	8	3	-2	3	-3	-3.4	-4	-2.0	3
COc1ccc(CNC(=O)c2c[nH]c3c(OC)cc(OC)cc3c2=O)cc1	-4	-2	3	30	3	2.9	-13	-0.7	15
FC(F)(F)c1cccc(N/N=C/c2ccccc2)c1	1	7	0	-14	12	-3.9	-14	-2.0	22
O=C1CC(c2ccccc2Cl)CC(O)=C1C=Nc1ccccc1 (configuration not stated)	-15	-2	6	-1	-3	-1.8	0	-3.1	45
O=C(NCc1cccs1)C1CCN(S(=O)(=O)c2ccc(Cl)cc2)CC1	-24	6	-2	43	-14	-2.4	3	-2.1	24*
COc1cc2c(cc1OC)CN(C(=O)/C=C/c1cccc([N+](=O)[O-])c1)CC2	-7	2	-1	15	-1	-1.3	-1	-0.3	7
CCOc1cc(/C=N/NC(N)=S)cc(Br)c1OCc1ccccc1C	-14	4	3	1	-14	-3.3	-7	-0.5	-5
CN(C)C(CNc1ncnc2sccc12)c1cccs1 (configuration not stated)	1	5	7	15	-1	-2.8	-14	-1.3	-13
COc1cc(NC(=O)COC(=O)/C=C/c2ccc(Cl)cc2Cl)cc(OC)c1	-1	2	-1	-2	-12	-2.6	0	-2.9	6
CC(C)CNC(=O)c1ccccc1-c1ccccc1C(=O)O	10	1	-5	4	13	-1.2	5	0.4	4
Cc1ccccc1S(=O)(=O)Cc1ccc(C(=O)NC2CCCCC2C)o1 (configuration not stated)	-2	6	3	19	5	-2.1	-7	-3.0	12
COCCNC(=S)Nc1cccc2cnccc12	-5	2	-3	-7	9	4.4	-6	-0.9	4
COc1ccc2nc3sc(C(=O)NCc4cccs4)c(N)c3cc2c1	-13	nt	9	51	9	-1.9	22	0.1	27
CNc1oc(-c2ccc(Cl)cc2)nc1C#N	6	5	3	7	0	-3.4	8	-2.6	4
Cc1ccccc1C(=O)NC(NC(=O)c1ccccc1C)c1cccc([N+](=O)[O-])c1	-9	4	4	-10	-9	0.4	-12	0.3	30

A different layout for five compounds above.
Results follow in this order: pCIP destab | IDE act | IDE inh | PHOSPHO1 block | PfM18AAP inh | VIM-2 inh | GPR7 antag | IMP-1 inhibitor | NALP1 inh
CN(C)C(CNc1ncnc2sccc12)c1cccs1 (configuration not stated)
→ 1 | 5 | 7 | 15 | -1 | -2.8 | -14 | -1.3 | -13
COc1ccc2nc3sc(C(=O)NCc4cccs4)c(N)c3cc2c1
→ -13 | nt | 9 | 51 | 9 | -1.9 | 22 | 0.1 | 27
COc1cc(NC(=O)COC(=O)/C=C/c2ccc(Cl)cc2Cl)cc(OC)c1
→ -1 | 2 | -1 | -2 | -12 | -2.6 | 0 | -2.9 | 6
COc1cc2c(cc1OC)CN(C(=O)/C=C/c1cccc([N+](=O)[O-])c1)CC2
→ -7 | 2 | -1 | 15 | -1 | -1.3 | -1 | -0.3 | 7
Cc1ccccc1C(=O)NC(NC(=O)c1ccccc1C)c1cccc([N+](=O)[O-])c1
→ -9 | 4 | 4 | -10 | -9 | 0.4 | -12 | 0.3 | 30

The listing continues:
SMILES	pCIP destab	IDE act	IDE inh	PHOSPHO1 block	PfM18AAP inh	VIM-2 inh	GPR7 antag	IMP-1 inhibitor	NALP1 inh
Cc1ccc(C)c(-c2cc(C(=O)NCc3cccs3)c3ccccc3n2)c1	-8	8	1	54	12	2.4	0	2.5	0
CN(C)CC(C)(C)CNC(C(=O)Nc1ccc(Cl)cc1C(F)(F)F)c1ccccc1 (configuration not stated)	-10	2	2	28	-11	0.0	5	-2.7	24
CC(C)CCC1CC(CSC(=N)N)OC1=O (configuration not stated)	-7	2	-2	12	-5	-1.5	-2	-4.4	nt
CCCc1nnc(SCC(=O)N2CCCC2)n1Cc1ccco1	-13	10	1	28	-2	-0.1	-2	-1.1	-1
CNC(=S)N(CCc1c(C)[nH]c2ccccc12)Cc1cccnc1	-14	4	2	nt	14	-4.6	-5	-1.5	8
COCCCN1C(=O)C(=O)/C(=C(/O)c2ccc3c(c2)OCCO3)C1c1ccc(C(=O)OC)cc1 (configuration not stated)	-11	5	0	35	-4	1.9	0	0.3	6
COc1ccc(NC2CCCN(C(=O)c3oc(C)cc3C)C2)cc1OC (configuration not stated)	-16	4	8	24	13	-2.6	-18	-3.1	6
C=CCN1C(=O)C(CC(=O)Nc2ccc(OC)cc2)SC1=Nc1ccc(S(N)(=O)=O)cc1 (configuration not stated)	0	6	3	-7	8	-2.8	-14	-2.6	-11
CC1CN(CCOc2ccc([N+](=O)[O-])cc2)CC(C)O1 (configuration not stated)	-8	3	-3	7	12	-0.6	-5	-3.9	20
COc1cc(CNC(C)(C)CO)cc(Br)c1OCc1ccc(Cl)cc1	-8	3	-1	3	-5	-0.4	37*	-0.7	30
OCC1(CO)COC(c2ccccc2)=N1	-2	1	6	46	1	-0.6	-23	-2.6	2
CC(CS(=O)(=O)c1ccc2c(c1)NC(=O)CS2)C(=O)N1CCN(c2cccc(Cl)c2)CC1 (configuration not stated)	6	4	4	43	3	-4.0	11	3.8	18
CCCNc1nc2c(c(=O)[nH]c(=O)n2C)n1CCCc1ccccc1	-10	5	-6	1	-7	0.0	-5	-2.3	21
CN1CC=C2C(C#N)=C(N)C(C#N)(C#N)C(c3cccc(Cl)c3Cl)C2C1 (configuration not stated)	-18	-2	8	51	-5	-0.9	5	-1.7	7
O=C1CCCN1CCCNCC(O)c1ccccc1 (configuration not stated)	-10	0	2	15	-1	-2.3	-5	-2.2	18
O=C(NC1CCCc2ccccc21)C1CCCO1 (configuration not stated)	4	7	0	1	-3	-1.4	-5	-1.3	4
O=C(NCc1ccccc1)C1=C[C@H](c2ccc3c(c2)OCO3)C[C@H](OCCCCO)O1	-9	-1	7	20	13	1.3	20	1.4	-23
CCOC(=O)Cn1nc(-c2ccccc2)c(-c2ccccc2)nc1=O	0	2	6	11	-2	0.7	-4	-2.1	2
Cc1ccc(OCc2nn3c(-c4ccco4)nnc3s2)cc1	-7	0	6	19	-4	-0.1	6	-0.7	7
O=C(COC(=O)CCS(=O)(=O)c1ccc(Cl)cc1)NCCc1ccccc1	2	0	-3	1	0	-1.5	-10	-0.6	24

High-throughput results as filed in PubChem.
